Source: PubChem BioAssay (Broad Institute)
NFkB SMM – binders of NF-kB p50 subunit, primary screen, biochemical, small molecule microarray, anti-His fluorescence | Nuclear factor NF-kappa-B p105 subunit (Homo sapiens), P19838 | anti-His fluorescence binding | calls only | 17,000 compounds, 1.3% hits | AID 624139, 2012;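 active = spot fluorescence over background significantly raised, with a chance value under 7% in all four replicate spots of the compound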;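 note: probe protein is his-tagged human p50 processed subunit at 1 µg/ml; raw spot fluorescence signals with no normalization applied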
Target sequence (P19838 1-433 limits assumed): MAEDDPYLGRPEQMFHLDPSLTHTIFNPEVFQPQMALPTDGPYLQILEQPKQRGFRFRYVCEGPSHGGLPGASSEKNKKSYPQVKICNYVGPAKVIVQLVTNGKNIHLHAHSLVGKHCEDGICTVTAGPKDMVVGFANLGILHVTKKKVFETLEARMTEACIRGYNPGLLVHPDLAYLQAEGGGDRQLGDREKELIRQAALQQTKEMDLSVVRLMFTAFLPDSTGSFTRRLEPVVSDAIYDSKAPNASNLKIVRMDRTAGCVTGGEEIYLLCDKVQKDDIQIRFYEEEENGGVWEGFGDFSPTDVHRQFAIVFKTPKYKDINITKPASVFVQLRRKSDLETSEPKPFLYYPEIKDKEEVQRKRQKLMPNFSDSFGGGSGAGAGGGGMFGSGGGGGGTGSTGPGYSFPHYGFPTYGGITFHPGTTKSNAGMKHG
Calls only; i = inactive. This is a subset; count on the stated rates, not on these rows.

Start of the listing, in advance:
SMILES	NFkB SMM
C[C@@H]1CN([C@H](C)CO)C(=O)CCCn2nncc2CO[C@@H]1CN(C)S(=O)(=O)c1ccc(-n2cccn2)cc1	i
C[C@H]1CN([C@@H](C)CO)C(=O)Cc2cc(N(C)C)ccc2O[C@H]1CN(C)Cc1ccncc1	i
C[C@@H]1CN([C@H](C)CO)C(=O)c2cccc(NC(=O)Nc3cccc4ccccc34)c2O[C@@H]1CN(C)C(=O)Nc1ccc(F)cc1	i
Oc1c(C(Nc2ccccn2)c2cccc(OC3CCCC3)c2)ccc2cccnc12 (centres undefined)	i
C[C@@H]1CN([C@H](C)CO)C(=O)CCCn2cc(nn2)CO[C@H]1CN(C)Cc1cccc2c1OCCCO2	i
O=C(CSc1nc2sc3c(c2c(=O)n1C1CCCCC1)CCCC3)Nc1ccccc1	i
COc1ccc(-c2noc(CN(C(C)C)S(=O)(=O)c3ccccc3)n2)cc1	i
COc1ccc(S(=O)(=O)Nc2ccc3c(c2)C(=O)N([C@H](C)CO)C[C@@H](C)[C@H](CN(C)S(=O)(=O)c2cn(C)cn2)O3)cc1	i
CNC[C@H]1Oc2ccc(NC(=O)C3CC3)cc2CC(=O)N([C@@H](C)CO)C[C@@H]1C	i
C[C@@H]1CN([C@H](C)CO)C(=O)c2cc(NC(=O)Cn3cnnn3)ccc2O[C@@H]1CN(C)C(=O)NC1CCCCC1	i
COc1ccc(C#Cc2ccc3c(c2)[C@]2(C(=O)N3)[C@H](C(=O)N3CCN(c4ncccn4)CC3)[C@H]3C(=O)O[C@H](c4ccccc4)[C@H](c4ccccc4)N3[C@@H]2c2ccc(OCCO)cc2)cc1	i
CCC(Sc1ccccn1)C(=O)Nc1cccc([N+](=O)[O-])c1 (centres undefined)	i

The whole of this part, repeating the preview:
SMILES	NFkB SMM
C[C@@H]1CN([C@H](C)CO)C(=O)CCCn2nncc2CO[C@@H]1CN(C)S(=O)(=O)c1ccc(-n2cccn2)cc1	i
C[C@H]1CN([C@@H](C)CO)C(=O)Cc2cc(N(C)C)ccc2O[C@H]1CN(C)Cc1ccncc1	i
C[C@@H]1CN([C@H](C)CO)C(=O)c2cccc(NC(=O)Nc3cccc4ccccc34)c2O[C@@H]1CN(C)C(=O)Nc1ccc(F)cc1	i
Oc1c(C(Nc2ccccn2)c2cccc(OC3CCCC3)c2)ccc2cccnc12 (centres undefined)	i
C[C@@H]1CN([C@H](C)CO)C(=O)CCCn2cc(nn2)CO[C@H]1CN(C)Cc1cccc2c1OCCCO2	i
O=C(CSc1nc2sc3c(c2c(=O)n1C1CCCCC1)CCCC3)Nc1ccccc1	i
COc1ccc(-c2noc(CN(C(C)C)S(=O)(=O)c3ccccc3)n2)cc1	i
COc1ccc(S(=O)(=O)Nc2ccc3c(c2)C(=O)N([C@H](C)CO)C[C@@H](C)[C@H](CN(C)S(=O)(=O)c2cn(C)cn2)O3)cc1	i
CNC[C@H]1Oc2ccc(NC(=O)C3CC3)cc2CC(=O)N([C@@H](C)CO)C[C@@H]1C	i
C[C@@H]1CN([C@H](C)CO)C(=O)c2cc(NC(=O)Cn3cnnn3)ccc2O[C@@H]1CN(C)C(=O)NC1CCCCC1	i
COc1ccc(C#Cc2ccc3c(c2)[C@]2(C(=O)N3)[C@H](C(=O)N3CCN(c4ncccn4)CC3)[C@H]3C(=O)O[C@H](c4ccccc4)[C@H](c4ccccc4)N3[C@@H]2c2ccc(OCCO)cc2)cc1	i
CCC(Sc1ccccn1)C(=O)Nc1cccc([N+](=O)[O-])c1 (centres undefined)	i
C[C@H](CO)N1C[C@H](C)[C@H](CN(C)S(=O)(=O)c2cn(C)cn2)Oc2c(NS(=O)(=O)c3cn(C)cn3)cccc2C1=O	i
CC(C)c1ccc2c(c1)CCC1[C@](C)(C(=O)O)CCC[C@]21C (some centres undefined)	i
CCOc1ccccc1Nc1nc(N)nc(CN2CCCCC2C)n1 (centres undefined)	i
C[C@@H]1CN([C@H](C)CO)C(=O)c2cccc(NC(=O)C3CCOCC3)c2O[C@@H]1CN(C)C(=O)Nc1ccc2c(c1)OCO2	i
O=C1O[C@H](c2ccccc2)[C@H](c2ccccc2)N2[C@H]1[C@@H](C(=O)O)[C@]1(C(=O)Nc3ccc(C#CC4(O)CCCCCC4)cc31)[C@H]2c1ccccc1OCCO	i
O=C(CSc1nc2ccccc2c(=O)[nH]1)Nc1ccc2c(c1)OCCO2	i
C[C@H](CO)N1C[C@H](C)[C@@H](CN(C)S(=O)(=O)c2ccc(Cl)cc2)Oc2ccc(NC(=O)C3CC3)cc2CC1=O	i
CNc1nc(OCC#N)nc(N2CCCCC2)n1	i
CCCC(NS(=O)(=O)c1ccc(C)cc1)C(=O)O (centres undefined)	i
Cc1noc(C)c1S(=O)(=O)N(C)C[C@@H]1OCCCC[C@H](C)Oc2ccc(N(C)C)cc2C(=O)N([C@H](C)CO)C[C@H]1C	i
Cn1c(SCC(=O)Nc2cccc(C(=O)O)c2)nnc1-c1cc2cc(Br)ccc2o1	i
COc1cc2[nH]c(=S)n(CCCN3CCOCC3)c(=O)c2cc1OC	i
CCC(Sc1nncn1C)C(=O)Nc1ccc([N+](=O)[O-])cc1 (centres undefined)	i
COc1ccc(NC(=S)N(C)Cc2c(C)nn(C)c2C)c(OC)c1	i
CC(C)NC(=O)Nc1ccc2c(c1)CC(=O)N([C@@H](C)CO)C[C@H](C)[C@@H](CN(C)C(=O)NC(C)C)O2	i
CCS(=O)(=O)c1nc2ccccc2n1CC(N)=O	i
C[C@@H]1CN([C@H](C)CO)C(=O)Cc2cc(NC(=O)Nc3ccc(C(F)(F)F)cc3)ccc2O[C@H]1CN(C)C(=O)NC1CCCCC1	i
C[C@@H]1CN([C@H](C)CO)C(=O)c2cc(N(C)C)ccc2O[C@@H](C)CCCCO[C@H]1CN(C)Cc1ccncc1	i
C[C@@H]1CN([C@H](C)CO)C(=O)CCCn2nncc2CO[C@@H]1CN(C)C(=O)Nc1ccc(N2CCN(C)CC2)cc1	i
C[C@@H]1O[C@@H](Oc2cc(O)c3c(=O)c(-c4ccc(O)cc4)coc3c2)[C@H](O)[C@H](O)[C@H]1O	i
COc1ccc(S(=O)(=O)Nc2ccc3c(c2)CC(=O)N([C@@H](C)CO)C[C@@H](C)[C@@H](CN(C)C)O3)cc1	i
C[C@@H]1CN([C@H](C)CO)C(=O)c2cc(NC(=O)c3ccccc3)ccc2O[C@@H](C)CCCCO[C@@H]1CN(C)S(=O)(=O)c1cn(C)cn1	i
O=c1cc(-c2ccc(O)c(O)c2)oc2c(C3OC(CO)C(O)C(O)C3O)c(O)cc(O)c12 (centres undefined)	i
CNC[C@H]1Oc2c(NC(=O)c3cc(C)nn3C)cccc2C(=O)N([C@@H](C)CO)C[C@H]1C	i
C=CC[C@]12C[C@@H](OC)C(=O)C(OC)=C1O[C@@H](c1cc(OC)c3c(c1)OCO3)[C@@H]2C	i
CC(C)NC(=O)Nc1ccc2c(c1)C(=O)N([C@H](C)CO)C[C@H](C)[C@H](CN(C)Cc1ccc(C(=O)O)cc1)OCCCC[C@H](C)O2	i
COC(=O)C1(Cc2ccc(O)c(CC=C(C)C)c2)OC(=O)C(OC)=C1c1ccc(O)cc1 (centres undefined)	i
C[C@H]1CN([C@@H](C)CO)C(=O)c2cccc(NC(=O)Nc3ccccc3)c2O[C@@H]1CN(C)C(=O)NC1CCCCC1	i
Cc1ccc(C(=O)O)cc1S(=O)(=O)N(CCO)CCO	i
C[C@@H]1CN([C@H](C)CO)C(=O)c2cc(NC(=O)Nc3ccccc3)ccc2O[C@H]1CN(C)S(C)(=O)=O	i
C[C@@H]1CN([C@H](C)CO)C(=O)CCCn2cc(nn2)CO[C@H]1CN(C)S(=O)(=O)c1ccc(Cl)cc1	i
C[C@@H]1CN([C@@H](C)CO)C(=O)c2cc(NC(=O)NC3CCCCC3)ccc2O[C@H]1CN(C)S(=O)(=O)c1ccc(Cl)cc1	i
C[C@@H]1CN([C@@H](C)CO)C(=O)c2cc(NS(=O)(=O)c3ccccc3)ccc2O[C@@H](C)CCCCO[C@@H]1CN(C)C(=O)Nc1ccc(F)cc1	i
C[C@H]1CN([C@@H](C)CO)C(=O)c2cccc(NS(C)(=O)=O)c2O[C@H]1CN(C)Cc1ccc(C(F)(F)F)cc1	i
CC(=O)OC(COc1cccc2ccccc12)Cn1cnc2ccccc21 (centres undefined)	i
C[C@@H]1CN([C@H](C)CO)C(=O)c2cc(NS(=O)(=O)c3ccc(Cl)cc3)ccc2O[C@@H](C)CCCCO[C@@H]1CN(C)C	i
COc1ccc(S(=O)(=O)Nc2ccc3c(c2)CC(=O)N([C@H](C)CO)C[C@@H](C)[C@@H](CN(C)C)O3)cc1	i
COc1ccc(CN(C)C[C@@H]2Oc3c(NC(=O)Nc4ccc5c(c4)OCO5)cccc3C(=O)N([C@@H](C)CO)C[C@H]2C)cc1	i
COC(=O)c1ccccc1NC(=O)COc1ccc2c(C)cc(=O)oc2c1	i
COc1ccc(OCC(=O)Nc2ccccc2C(=O)Nc2ccc(C(=O)O)cc2)cc1	i
COc1cccc(CNc2nc3ccccc3n2C)c1OC	i
Cc1noc(C)c1NC(=O)N(C)C[C@@H]1OCCCC[C@@H](C)Oc2ccc(NC(=O)CCC(F)(F)F)cc2C(=O)N([C@H](C)CO)C[C@@H]1C	i
CC(Oc1ccccc1)C(=O)N[C@@H]1C(=O)N2[C@@H]1SC(C)(C)[C@@H]2C(=O)O (some centres undefined)	i
COc1ccc(C#Cc2ccc3c(c2)[C@]2(C(=O)N3)[C@H](C(=O)O)[C@H]3C(=O)O[C@H](c4ccccc4)[C@H](c4ccccc4)N3[C@@H]2c2ccccc2OCCO)cc1	i
C[C@H](CO)N1C[C@H](C)[C@H](CN(C)C(=O)Nc2ccc(F)cc2)OCCCC[C@H](C)Oc2ccc(NC(=O)c3ccncc3)cc2C1=O	i
C[C@@H]1CCCCO[C@@H](CN(C)C(=O)NC2CCCCC2)[C@@H](C)CN([C@H](C)CO)C(=O)c2cc(NS(=O)(=O)c3cccs3)ccc2O1	i
Cc1noc(C)c1NC(=O)Nc1ccc2c(c1)CC(=O)N([C@@H](C)CO)C[C@@H](C)[C@@H](CN(C)Cc1ccncc1)O2	i
CC1(C)CC1C(=O)N/C(=C\CCCCSCC(N)C(=O)O)C(=O)O (centres undefined)	i

The list continues.
SMILES	NFkB SMM
C[C@H]1CN([C@@H](C)CO)C(=O)Cc2cc(NC(=O)Cc3ccccc3)ccc2O[C@H]1CN(C)Cc1ccncc1	i
C[C@@H]1CN([C@@H](C)CO)C(=O)c2cccc(NC(=O)c3cnccn3)c2O[C@H]1CN(C)S(=O)(=O)c1ccc(F)cc1	i
C[C@@H]1CN([C@H](C)CO)C(=O)Cc2cc(NC(=O)Cc3cn(C)c4ccccc34)ccc2O[C@@H]1CN(C)CC1CC1	i
C[C@H](CO)N1C[C@H](C)[C@@H](CN(C)Cc2ccc(-c3ccccc3)cc2)Oc2c(NC(=O)C3CCOCC3)cccc2C1=O	i
C[C@@H]1CN([C@@H](C)CO)C(=O)c2cccc(NC(=O)c3cnccn3)c2O[C@@H]1CN(C)C(=O)NC1CCCCC1	i
C[C@@H]1CN([C@H](C)CO)C(=O)c2cccc(NC(=O)c3ccncc3)c2O[C@@H]1CN(C)C(=O)Nc1cccc2ccccc12	i
C[C@@H]1CN([C@@H](C)CO)C(=O)c2cc(N(C)C)ccc2O[C@@H](C)CCCCO[C@H]1CN(C)C(=O)c1ccncc1	i
CNC[C@@H]1Oc2ccc(NC(=O)Nc3ccc4c(c3)OCO4)cc2CC(=O)N([C@H](C)CO)C[C@H]1C	i
CC1OC(OCC2OC(Oc3cc(O)c4c(=O)c(-c5ccc(O)cc5)coc4c3)C(O)C(O)C2O)C(O)C(O)C1OC1OC(CO)C(O)C(O)C1O (centres undefined)	i
C[C@@H]1CCCCO[C@H](CN(C)C)[C@@H](C)CN([C@H](C)CO)C(=O)c2cc(NC(=O)c3ccccc3)ccc2O1	i
C[C@H]1CN([C@@H](C)CO)C(=O)c2cc(NS(=O)(=O)c3cccs3)ccc2O[C@@H]1CN(C)C(=O)Nc1ccc2c(c1)OCO2	i
COc1cccc(S(=O)(=O)N(C)C[C@@H]2OCc3cnnn3CCCC(=O)N([C@@H](C)CO)C[C@@H]2C)c1	i
CCc1nc(OCc2ccco2)c2sc3nc4c(cc3c2n1)COC(C)(C)C4	i
Cc1ccc(C)c(NC(=O)CSc2nnnn2-c2ccc(C(=O)O)cc2)c1	i
COc1ccc(S(=O)(=O)NCCN2CCOCC2)c(C)c1C	i
C[C@@H]1CN([C@@H](C)CO)C(=O)c2cc(NC(=O)CCC(F)(F)F)ccc2O[C@@H]1CN(C)C	i
C[C@@H]1CCCCO[C@@H](CN(C)C(=O)Nc2ccccc2)[C@@H](C)CN([C@@H](C)CO)C(=O)c2cc(NC(=O)c3ccccc3)ccc2O1	i
CNCCNS(=O)(=O)c1cccc2cnccc12	i
Cc1ccc(S(=O)(=O)Nc2ccc3c(c2)CC(=O)N([C@@H](C)CO)C[C@H](C)[C@@H](CN(C)C(=O)Nc2c(C)noc2C)O3)cc1	i
O=S(=O)(NCc1nc2ccccc2[nH]1)c1ccc(Cl)c(Cl)c1	i
COc1ccc(NC(=O)Nc2ccc3c(c2)C(=O)N([C@@H](C)CO)C[C@@H](C)[C@H](CN(C)Cc2ccc(C(=O)O)cc2)O3)cc1	i
CC(C)NC(=O)N(C)C[C@@H]1OCCCC[C@@H](C)Oc2ccc(NC(=O)CCC(F)(F)F)cc2C(=O)N([C@@H](C)CO)C[C@H]1C	i
Cc1c(C(=O)Nc2sc3c(c2C(=O)NCCc2ccccc2)CCC3)oc2ccc(F)cc12	i
O=C1C2C=C(I)[C@H](C[C@@H]2OCCCCCCO)[C@@]12CO2	i
O=C1O[C@H](c2ccccc2)[C@H](c2ccccc2)N2[C@H]1[C@@H](C(=O)NC[C@H](O)c1ccccc1)[C@]1(C(=O)Nc3ccc(C#CC4=CCCCC4)cc31)[C@H]2c1ccc(OCCO)cc1	i
Nc1cccc(-c2cc3c(Oc4cccc(O)c4)ncnc3[nH]2)c1	i
O=C(O)CCC/C=C\C[C@@H]1[C@@H](/C=C/[C@@H](O)COc2cccc(C(F)(F)F)c2)[C@H](O)C[C@@H]1O	i
O=C(NCC1CCCO1)c1cc(S(=O)(=O)N2CCCC2)c(Cl)cc1Cl (centres undefined)	i
